SENP1 inh = inhibitors of human SENP1 SUMO protease catalytic domain. Q9P0U3. recombinant SENP1 catalytic domain, CyPet-SUMO1-YPet FRET cleavage. inhibition, % at 10 µM. 0.21% of 360,000 active. AID 624204;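 active means inhibition at least 30% at 10 µM, raw YFP signal under a set limit, fluorescence ratio 0.5 to 1.5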;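 further: 0% = enzyme with DMSO and 100% = no enzyme wells; some results filed as inactive read as strong as hits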
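Assay system: hSENP1 catalytic domain, recombinant. Amount: SENP1 enzyme, 20 pM final. Schedule: 50 min reaction, RT, dark. Technique: FRET, CFP and YFP emission. Control set: no-enzyme wells low, DMSO-plus-enzyme wells high control.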
SENP7 block = inhibitors of human SENP7 protease; recombinant SENP7, Z-RLRGG-aminoluciferin luminescence, 40 min; inhibition, % at 5 µM; 1.5% of 330,000 active; AID 434973;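 active means inhibition above about 50% at the single test dose, limit read from the data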;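 further: plate controls were DMSO with enzyme for no effect and no enzyme buffer wells for full effect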
SENP8 block-1 = inhibitors of human SENP8 protease. 0.64% of 360,000 active. recombinant SENP8, Nedd8 substrate fluorescence. Q96LD8. AID 602440. inhibition, % at 20 µM; in the data active means inhibition mostly above about 40%, no sharp cut-off; inactive means mostly below about 27%
SENP6 inh = SENP6 protease inhibition; Q9GZR1; Recombinant SENP6 catalytic domain, aminoluciferin luminescence; inhibition, % at 10 µM; 1.8% of 330,000 active;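 active means inhibition above about 50% at the single tested dose, limit read from the data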;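 further: plate controls were DMSO wells with enzyme for no effect and DMSO wells lacking enzyme for full effect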
HKDC1 inh = HKDC1 (human) hexokinase inhibition. inhibition, % at 20 µM. recombinant HKDC1, G6PDH/diaphorase resazurin coupled fluorescence. 0.16% of 340,000 active. Q2TB90;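 active means inhibition above about 35% when tested at 20 µM, limit read from the data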;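 further: plate controls were DMSO wells with enzyme for no effect and DMSO wells lacking enzyme for full effect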
Target sequence (Q2TB90 whole entry, looked up): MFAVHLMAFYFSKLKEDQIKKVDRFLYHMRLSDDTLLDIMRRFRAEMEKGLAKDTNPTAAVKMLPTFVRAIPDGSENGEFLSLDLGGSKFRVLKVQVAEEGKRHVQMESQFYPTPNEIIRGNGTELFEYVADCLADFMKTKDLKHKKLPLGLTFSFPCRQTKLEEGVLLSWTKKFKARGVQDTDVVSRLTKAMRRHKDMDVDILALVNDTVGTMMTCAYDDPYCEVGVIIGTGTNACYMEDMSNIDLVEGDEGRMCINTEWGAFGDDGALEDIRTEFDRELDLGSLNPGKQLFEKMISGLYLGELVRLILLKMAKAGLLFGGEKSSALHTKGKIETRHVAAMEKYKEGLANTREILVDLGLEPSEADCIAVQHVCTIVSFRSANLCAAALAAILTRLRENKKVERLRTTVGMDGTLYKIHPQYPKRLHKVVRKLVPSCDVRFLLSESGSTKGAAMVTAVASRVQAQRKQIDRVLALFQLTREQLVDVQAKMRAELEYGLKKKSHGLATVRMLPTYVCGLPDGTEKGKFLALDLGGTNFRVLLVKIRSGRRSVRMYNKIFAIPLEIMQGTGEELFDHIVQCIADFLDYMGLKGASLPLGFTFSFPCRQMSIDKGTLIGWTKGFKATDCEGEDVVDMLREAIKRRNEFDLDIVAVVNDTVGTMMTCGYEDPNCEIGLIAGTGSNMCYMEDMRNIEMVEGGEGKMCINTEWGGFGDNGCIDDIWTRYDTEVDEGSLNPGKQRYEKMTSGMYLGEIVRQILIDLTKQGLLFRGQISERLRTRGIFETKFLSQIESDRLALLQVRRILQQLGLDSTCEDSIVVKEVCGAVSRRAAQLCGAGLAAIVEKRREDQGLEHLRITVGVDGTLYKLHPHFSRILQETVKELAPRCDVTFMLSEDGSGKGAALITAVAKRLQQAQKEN
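Assay system: in-house recombinant HK5 (HKDC1) enzyme. Input: HKDC1 at 5 µg/mL. Medium: Tris pH 8.0 buffer with MgCl2, Tween-20, BSA, BME. Dosing: single 20 µM dose. Schedule: 90 min reaction incubation at room temperature, dark. Signal: resazurin-to-resorufin fluorescence via G6PDH and diaphorase coupling, 525/613 nm. Controls: DMSO-enzyme wells negative, buffer-substituted wells positive.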
SENP8 block-2 = SENP8 protease inhibition; purified SENP8, Z-RLRGG-aminoluciferin cleavage, luminescence; inhibition, % at 10 µM; 1.2% of 330,000 active; AID 2540; in the data active means inhibition above about 50%
PfG6PD inh = PfG6PD (Plasmodium falciparum) enzyme inhibition | PfGluPho enzyme, NADPH resazurin-diaphorase fluorescence | inhibition, % at 20 µM | 0.78% of 350,000 active | AID 504690;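 active means inhibition reaching at least a set limit at 20 µM in the primary screen, cut at about 59% in these data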;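 further: 0% = DMSO wells with substrate and 100% = DMSO wells lacking glucose-6-phosphate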
NALP3 yeast inh = NALP3 inhibition in yeast; inhibition, % at 10 µM; AID 2825; 0.39% of 330,000 active; Yeast reconstituted NLRP3/ASC/caspase-1, beta-gal luminescence, 24 h;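 active means inhibition of 50% or more; inactive means inhibition below 50%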;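 further: plate controls were induced DMSO wells for no effect and uninduced yeast grown without galactose for full effect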
Apaf1 inhib = inhibitors of human Apaf-1 apoptosome. O14727. reconstituted apoptosome caspase-3 activity, DEVD-Rh110 fluorescence. inhibition, % at 20 µM. 0.71% of 330,000 active; active means inhibition of at least 40% at 20 µM;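 further: plate controls were DMSO wells for no effect and DEVD-CHO caspase inhibitor wells for full effect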
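Material: reconstituted apoptosome with Apaf-1, cytochrome c, caspase-9, procaspase-3, dATP / Buffer or medium: pH 7.5 Hepes buffer with CHAPS, BSA, DTT / Also added: cytochrome c with DEVD-Rh110 / Schedule: compound with Apaf-1, dATP, procaspase-3 30 min, then 50 min reaction, room temperature / Technique: rhodamine 110 fluorescence at Ex 480/Em 540 nm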
Starred values were filed as active, the others as inactive; . = no result given.

#1 COc1ccc(CCNC(=O)/C(=C/c2cccnc2)NC(=O)c2ccccc2)cc1
#2 CCn1cc(C(=O)OCC(=O)Nc2cc(S(=O)(=O)N(C)C)ccc2C)c(=O)c2ccc(C)nc21
#3 Cc1ccc(OCC(=O)N(C)CC(=O)Nc2cccc(F)c2)cc1
#4 O=C(CN(C(=O)CNS(=O)(=O)c1ccc(F)cc1)C1CCCC1)NCc1ccco1
#5 Cc1ccc(C(=O)OCC(=O)N2CCOCC2)cc1
#6 C[C@H]1C=CC(=O)O[C@H]1c1ccccc1
assay / compound	1	2	3	4	5	6
PfG6PD inh	2	-11	6	7	-3	13
SENP8 block-2	-1	-3	-1	4	1	-5
SENP1 inh	-62	2	1	3	1	0
SENP7 block	4	0	-12	-1	3	-5
Apaf1 inhib	-12	1	10	-8	-2	-4
SENP6 inh	-6	-7	2	-10	2	-12
NALP3 yeast inh	11	21	13	11	3	-32
SENP8 block-1	-314	7	0	3	-5	10
HKDC1 inh	0	-2	-6	5	-6	-4

#7 CC(Cc1ccco1)NC(=O)c1cccc(S(=O)(=O)N(C)C)c1 (stereo not drawn)
#8 Cc1ccc(-c2c[n+](Cc3cccc(Cl)c3)c3n2CCC3)cc1
#9 CC1(C)c2ssc(=S)c2-c2ccccc2N1C(=O)CSC1=NCCS1
#10 c1ccc(Nc2ccccc2)cc1
#11 O=C(Nc1cccc2ncccc12)C(c1ccccc1)c1ccccc1
#12 O=C1CN(S(=O)(=O)c2cccc(C(=O)O)c2)c2ccccc2N1
assay / compound	7	8	9	10	11	12
PfG6PD inh	3	1	0	-3	7	0
SENP8 block-2	2	1	0	-4	2	-9
SENP1 inh	0	1	2	1	0	-41
SENP7 block	-2	-7	1	6	10	-21
Apaf1 inhib	-1	10	19	3	11	7
SENP6 inh	-2	-12	10	-1	-6	10
NALP3 yeast inh	10	-12	23	6	-8	3
SENP8 block-1	5	0	12	9	-249	-49
HKDC1 inh	-3	-3	6	6	-16	-5

#13 CC1CCN(C(=O)c2[nH]cnc2C(=O)Nc2ccccc2)CC1
#14 COc1nc(-c2ccc(C)cc2)ccc1-c1noc(-c2ccco2)n1
#15 COCc1ccc(C(=O)Nc2ccc(C(=O)O)cc2)o1
#16 CC12CCC(C(=O)N3CCCCC3)([C@H](Br)C1=O)C2(C)C (stereo partly drawn)
#17 CCOC(=O)N1CCN(S(=O)(=O)c2ccc(C)c(C)c2)CC1
#18 O=C(CCSCCc1ccccn1)Nc1cc(F)ccc1F
assay / compound	13	14	15	16	17	18
PfG6PD inh	8	-20	-2	3	4	6
SENP8 block-2	-3	-7	-4	-5	1	5
SENP1 inh	3	-61	1	0	3	2
SENP7 block	9	0	-2	1	-4	-2
Apaf1 inhib	8	11	5	-5	-9	5
SENP6 inh	-5	-10	-10	-13	-2	15
NALP3 yeast inh	6	11	1	12	32	11
SENP8 block-1	3	-286	32	21	16	17
HKDC1 inh	-2	3	-3	-5	-12	-6

#19 c1cc(-c2noc(CCC3CCCC3)n2)ccn1
#20 O=C(NCc1ccco1)C1CC2CCC1C2 (stereo not drawn)
#21 C/C(=N/Nc1ccc(C(=O)c2c(C)cc3ccccn23)cc1[N+](=O)[O-])c1ccc(O)cc1
#22 Cc1[nH]c(=O)c(C#N)c(C)c1CCC(=O)N(C)CC(=O)Nc1ccc(Cl)c(Cl)c1
#23 COCCOC(=O)c1c(C)oc2ccc(OC(=O)c3c(OC)cccc3OC)cc12
#24 CNc1nc(Nc2ccc(C(C)=O)cc2)nc(OC(C(F)(F)F)C(F)(F)F)n1
assay / compound	19	20	21	22	23	24
PfG6PD inh	-3	16	-2	2	23	6
SENP8 block-2	-7	1	.	-2	4	0
SENP1 inh	-1	-1	9	-12	-3	2
SENP7 block	5	-1	.	8	-2	4
Apaf1 inhib	-3	-23	.	2	18	1
SENP6 inh	-19	9	.	-34	11	4
NALP3 yeast inh	-18	2	.	5	13	-2
SENP8 block-1	26	7	50*	-95	12	24
HKDC1 inh	1	-14	-4	4	4	1

#25 CC1CN(C(=O)CSc2nnc3c(Cl)cc(Cl)cn23)CC(C)O1 (stereo not drawn)
#26 COc1ccc(S(=O)(=O)N2CCC(C(=O)N[C@@H](C)C(=O)NC3CC3)CC2)cc1
#27 Cc1ccc(SCC(=O)N=C2NC(=O)CS2)cc1
#28 O=C(COC(=O)CSc1ccc2ccccc2c1)NCc1ccc2c(c1)OCO2
#29 COc1ccc(C(=O)C(C)OC(=O)c2cccc(S(=O)(=O)Nc3cc(Cl)c(OC)cc3OC)c2)cc1 (stereo not drawn)
#30 COc1ccc(C(=O)NC(CC(C)C)C(=O)O)cc1OC (stereo not drawn)
assay / compound	25	26	27	28	29	30
PfG6PD inh	-6	-15	-16	4	-29	-1
SENP8 block-2	2	-5	-8	-18	-1	3
SENP1 inh	4	3	-28	1	1	1
SENP7 block	-8	13	2	2	-2	2
Apaf1 inhib	-21	-7	5	10	-3	-1
SENP6 inh	-13	-10	-14	-12	3	-4
NALP3 yeast inh	-1	-1	23	16	18	-4
SENP8 block-1	-2	0	5	8	16	13
HKDC1 inh	-10	2	-16	-2	13	-4

An excerpt from above in order of formula weight, largest number first:
#29 COc1ccc(C(=O)C(C)OC(=O)c2cccc(S(=O)(=O)Nc3cc(Cl)c(OC)cc3OC)c2)cc1 (stereo not drawn)
#2 CCn1cc(C(=O)OCC(=O)Nc2cc(S(=O)(=O)N(C)C)ccc2C)c(=O)c2ccc(C)nc21
#4 O=C(CN(C(=O)CNS(=O)(=O)c1ccc(F)cc1)C1CCCC1)NCc1ccco1
#23 COCCOC(=O)c1c(C)oc2ccc(OC(=O)c3c(OC)cccc3OC)cc12
#1 COc1ccc(CCNC(=O)/C(=C/c2cccnc2)NC(=O)c2ccccc2)cc1
#8 Cc1ccc(-c2c[n+](Cc3cccc(Cl)c3)c3n2CCC3)cc1
#19 c1cc(-c2noc(CCC3CCCC3)n2)ccn1
assay / compound	29	2	4	23	1	8	19
PfG6PD inh	-29	-11	7	23	2	1	-3
SENP8 block-2	-1	-3	4	4	-1	1	-7
SENP1 inh	1	2	3	-3	-62	1	-1
SENP7 block	-2	0	-1	-2	4	-7	5
Apaf1 inhib	-3	1	-8	18	-12	10	-3
SENP6 inh	3	-7	-10	11	-6	-12	-19
NALP3 yeast inh	18	21	11	13	11	-12	-18
SENP8 block-1	16	7	3	12	-314	0	26
HKDC1 inh	13	-2	5	4	0	-3	1

Single values from the list.
Apaf1 inhib with entry 27 → 5
SENP1 inh with entry 26 → 3

The results go on:
#31 CCOc1ccc(Nc2c3ccccc3nc3ccccc23)cc1
#32 O=C(Cn1cc(C(=O)C2CC2)c2ccccc21)NCc1ccccc1
#33 Cn1cnnc1SC(C(=O)Nc1cc(Cl)cc(Cl)c1)c1ccccc1 (stereo not drawn)
#34 COc1ccc2c(CC(=O)N3CCc4cc(OC)c(OC)cc4C3)coc2c1
#35 CC/C(C)=N\N=C\c1c(O)n(CC)c2cc(C3=NNC(=O)CC3)ccc12
#36 CCc1nn(-c2cc(Cl)ccc2OC)c2c1C(=O)CCC2
assay / compound	31	32	33	34	35	36
PfG6PD inh	3	2	-8	6	1	-22
SENP8 block-2	-10	-2	1	3	-6	9
SENP1 inh	-68	2	0	-9	-8	3
SENP7 block	-16	4	-7	3	-9	1
Apaf1 inhib	4	18	21	5	10	-8
SENP6 inh	-11	-15	2	5	0	-3
NALP3 yeast inh	-12	-2	-1	23	7	1
SENP8 block-1	-250	18	13	-18	-177	8
HKDC1 inh	-5	-7	2	3	-1	-5

#37 CC(CN1CCCCC1)OC(=O)c1ccc2c(c1)OCCO2 (stereo not drawn)
#38 COc1ccc(C(=O)NC(=S)NC(C)C)cc1Br
#39 Cc1ccc(NC(=O)c2cc(=O)[nH]c3ccccc23)cc1
#40 O=C(NCCCN1CCCC1=O)c1cc2nc(-c3ccco3)cc(C(F)(F)F)n2n1
#41 O=C(O)CN(c1ccc2c(c1)OCCO2)S(=O)(=O)c1ccccc1
#42 C=CCOc1ccc(C(=O)n2cc(C(=O)OC)c3ccccc32)cc1
assay / compound	37	38	39	40	41	42
PfG6PD inh	-7	24	-7	-5	-12	-13
SENP8 block-2	-4	-14	3	7	-14	-4
SENP1 inh	2	3	2	-76	0	1
SENP7 block	8	-21	2	8	7	0
Apaf1 inhib	-4	-7	-1	4	-8	14
SENP6 inh	-2	-5	-14	-8	-3	6
NALP3 yeast inh	23	15	16	14	0	17
SENP8 block-1	3	15	17	-311	18	5
HKDC1 inh	-3	0	0	-4	-5	5

#43 CN(C)CCNC(=S)Nc1ccc(Cl)cc1
#44 Cc1ccc2nc(-c3ccccc3Cl)cc(C(=O)Nc3cc(C)on3)c2c1
#45 COc1ccccc1Nc1nnc(C)c(=O)[nH]1
#46 COc1ccc([N+](=O)[O-])cc1NC(=O)COC(=O)c1ccccc1O
#47 Cc1ccc(SCC(=O)OCC(=O)NCC2CCCCC2)cc1C
#48 CN(C)CCCNC(=O)c1ccc(=O)[nH]n1
assay / compound	43	44	45	46	47	48
PfG6PD inh	12	14	-10	-5	-1	-10
SENP8 block-2	4	-2	-11	-3	-17	1
SENP1 inh	1	1	1	3	4	0
SENP7 block	1	-5	2	4	12	4
Apaf1 inhib	3	7	2	-20	12	0
SENP6 inh	-4	-10	-17	-10	-25	-11
NALP3 yeast inh	12	15	-6	-3	-3	3
SENP8 block-1	14	-37	9	2	13	20
HKDC1 inh	-11	9	1	-12	1	-10

#49 O=Nc1c(O)n(Cc2ccccc2)c2ccccc12
#50 CC(C)c1ccc(/C=N/N2CCN(c3ccccn3)CC2)cc1
#51 COc1ccc(C(=O)COC(=O)c2cnc(C)cn2)cc1OC
#52 CC1CC(=O)Nc2ccccc2N1S(=O)(=O)c1ccc(Cl)cc1 (stereo not drawn)
assay / compound	49	50	51	52
PfG6PD inh	-12	11	-4	-7
SENP8 block-2	-21	-9	-2	-3
SENP1 inh	0	2	2	2
SENP7 block	-15	-18	0	-3
Apaf1 inhib	2	-7	-6	-8
SENP6 inh	-25	-14	-14	0
NALP3 yeast inh	-1	33	15	8
SENP8 block-1	10	9	3	4
HKDC1 inh	-3	-2	-5	-5

Screens (PubChem BioAssay)

Random draw from the library. About 4.1% of those tested had a hit in this group.
